EPAC1 antag – antagonists of human EPAC1; 0.14% of 360,000 active; Potency, µM (series often up to 115 µM), without a hit: at the top dose activity change, negative = inhibition, usual class: inhibitors; EPAC1 GEF assay, Rap1b-BODIPY-GDP exchange fluorescence; O95398;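 also: plate controls were vehicle for no effect and positive control for full effect; nearly all actives have a fitted effect of over 50% in size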
EPAC2 antagonist – antagonists of human EPAC2; Q8WZA2; EPAC2 GEF exchange of Rap1B-BODIPY-GDP, fluorescence; Potency, µM (doses to about 114 µM), for the others: at the top dose activity, negative = inhibition, most hits filed as inhibitors; 0.18% of 360,000 active; also: % is scaled to controls: 0 for no effect and ±100 for the full control effect; nearly all actives have a fitted effect of over 45% in size; many of its hits are not listed in these tables
Target sequence (Q8WZA2 whole entry, looked up): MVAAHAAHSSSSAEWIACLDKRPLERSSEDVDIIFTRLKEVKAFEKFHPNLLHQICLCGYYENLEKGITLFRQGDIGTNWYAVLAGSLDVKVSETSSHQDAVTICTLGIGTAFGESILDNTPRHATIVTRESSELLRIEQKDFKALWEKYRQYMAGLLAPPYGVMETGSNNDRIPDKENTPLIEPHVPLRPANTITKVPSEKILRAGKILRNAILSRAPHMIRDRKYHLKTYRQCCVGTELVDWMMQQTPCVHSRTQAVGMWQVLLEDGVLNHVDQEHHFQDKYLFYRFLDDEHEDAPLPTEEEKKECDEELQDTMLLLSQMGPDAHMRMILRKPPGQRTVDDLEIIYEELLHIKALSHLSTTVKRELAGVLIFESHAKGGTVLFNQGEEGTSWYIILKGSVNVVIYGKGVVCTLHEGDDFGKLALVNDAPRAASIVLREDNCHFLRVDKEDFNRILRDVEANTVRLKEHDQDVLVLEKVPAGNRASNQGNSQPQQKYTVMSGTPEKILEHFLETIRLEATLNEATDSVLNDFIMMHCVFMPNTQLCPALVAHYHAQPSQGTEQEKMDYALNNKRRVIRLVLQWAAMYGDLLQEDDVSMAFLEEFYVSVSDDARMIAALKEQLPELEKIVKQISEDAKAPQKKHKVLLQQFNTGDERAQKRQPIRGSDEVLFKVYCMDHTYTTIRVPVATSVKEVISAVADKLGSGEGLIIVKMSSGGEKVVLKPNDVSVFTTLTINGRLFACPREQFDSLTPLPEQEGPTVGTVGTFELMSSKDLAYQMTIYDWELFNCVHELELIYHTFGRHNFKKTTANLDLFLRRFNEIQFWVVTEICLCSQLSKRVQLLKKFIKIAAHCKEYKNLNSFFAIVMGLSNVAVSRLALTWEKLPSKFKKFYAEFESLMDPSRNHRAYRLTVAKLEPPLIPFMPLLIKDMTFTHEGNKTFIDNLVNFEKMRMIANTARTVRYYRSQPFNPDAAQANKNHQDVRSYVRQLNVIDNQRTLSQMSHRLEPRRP
FUS suppressor – rescues growth of FUS-expressing yeast | 0.24% of 390,000 active | Potency, µM (top dose mostly 76.6 µM), for inactives: at the highest dose growth rescue (activation), usual class: activators | S. cerevisiae FUS-expressing, growth rescue, OD600, 24 h;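 also: plate controls were DMSO vehicle for no effect and reference control for full effect; nearly all actives have a fitted effect of over 55% in size; some results filed as inactive show a strong effect at the top dose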
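Toxicity suppression screen in FUS-yeast. Cells induced with 2% galactose, starting OD 0.005, treated 24hr at 30C with compounds at multiple final concentrations; growth by OD600.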
EPAC1 ag – agonists of human EPAC1. O95398. EPAC1 agonist qHTS, biochemical assay; response scale: 100% = response to 6.5 mM cAMP. Potency, µM (titrated, usually from 154 µM), for inactives: top-dose activation, usual class: activators. 0.073% of 360,000 active. AID 720707; also: nearly all actives have a fitted effect of over 60% in size
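Normalized to 6.5 mM cAMP, activity reflects EPAC1-catalysed release of BODIPY-GDP from Rap1B, followed kinetically over 30 min at 480 nm excitation, 540 nm emission. Reaction contained 100 nM EPAC1, 250 nM Rap1B-BODIPY-GDP, 50 uM GDP.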
EPAC2 agonist – EPAC2 (human) agonism | Q8WZA2 | Potency, µM (series often up to 154 µM), inactives show top-dose activation, usual class: activators | AID 720711 | 0.079% of 360,000 active | EPAC2 activation, biochemical qHTS; response scale: 100% = 6.5 mM cAMP response; also: nearly all actives have a fitted effect of over 50% in size
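Each well held 100 nM EPAC2, 250 nM RAP1B-BODIPY-GDP and 50 uM GDP. Fluorescence, read at 5-min intervals to 30 min, was referenced to a 6.5 mM cAMP positive control.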
TDP-43 yeast inh – inhibitors of TDP-43 toxicity in yeast; Potency, µM (titrated, usually from 46.1 µM), for inactives: top-dose growth rescue (activation), hits mostly activators; TDP-43 expressing yeast growth rescue, BacTiter-Glo, 24 h; 1.8% of 410,000 active; also: % of control where 0% means no effect; nearly all actives have a fitted effect of over 50% in size
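Yeast expressing TDP-43 (pregrown in raffinose, seeded at OD600=0.02 in galactose medium) exposed to compounds 24 hr at 30 deg C. Growth read by BacTiter-Glo luminescence; rescue of toxicity appears as increased signal.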
aSyn yeast inh – alpha-synuclein toxicity inhibition in yeast; Yeast expressing alpha-synuclein, growth rescue, BacTiter-Glo, 24 h; Potency, µM (series often up to 46.1 µM), inactives show at the highest dose growth rescue (activation), hits mostly activators; 0.14% of 370,000 active; AID 652106; also: % of control where 0% means no effect; nearly all actives have a fitted effect of over 65% in size
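Screening used galactose-induced yeast with toxic alpha-synuclein levels, exposed to compound for 24 hr at 30 deg C. Cell growth, read with BacTiter-Glo luminescence, gave the measured signal.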
PTHR1 agonist – PTHR1 (human) receptor agonism. Q03431. HEK293 GP2 PTHR1 cells, GloSensor cAMP luminescence, 1 h. Potency, µM (doses to about 115 µM), inactives show at the top dose activation, usual class: activators. 0.075% of 410,000 active. AID 743266; also: nearly all actives have a fitted effect of over 55% in size; some results filed as inactive show a strong effect at the top dose; inactives centre near -15; many of its hits are not listed in these tables
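HEK-293-derived GP2 cells expressing PTHR1 and a GloSensor cAMP reporter, 3,000/well, plated overnight, given luciferin plus IBMX (each 0.5 mM as added) for 1 h at 37 °C, then compound for 1 h at 37 °C. Luminescence was read after 15 min at room temperature.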
* marks the source's active call; other numbers are inactive results; i = inactive; ? = inconclusive; . = not tested or not shown; [ ] = dose if it differs, or a comment. Calls follow the shape of the dose curve; as a rule, active = well fitted curve in the direction sought with a large enough effect; inconclusive = small, poorly fitted or top-dose-only effect, or another doubt; inactive = no such curve, though single readings can be large; an effect the other way counts as inactive or inconclusive. Potency is read from the fitted curve at half-maximal effect. This is a subset. The share of hits here may be higher or lower than overall.

#1 COc1ccc(-n2c(=O)c3ccccc3n(CC(=O)Nc3cccc(OC)c3)c2=O)cc1
#2 CCCSc1nc(O)c(C(c2ccc(OC)c(O)c2)c2c(O)nc(SCCC)n(C)c2=O)c(=O)n1C
#3 Cc1ccc(SC[C@H](Cc2ccccc2)N2CC[C@@H](C)CCC2=O)cc1
#4 Cc1cc(NC(=O)c2ccc(S(=O)(=O)N(C)C)cc2)no1
#5 Cc1ccc(-c2noc(CN(C(=O)CCCN3C(=O)c4ccccc4C3=O)C(C)C)n2)cc1
#6 O=C(NC(=S)NCCC1=CCCCC1)c1ccco1
assay / entry | 1 | 2 | 3 | 4 | 5 | 6
EPAC1 antag | 4.5% | -5.9% | -8.8% | 9.8% | -16.6% | -0.8%
EPAC2 antagonist | -3.5% | 12.0% | -29.4% | 13.1% | -9.5% | -12.1%
FUS suppressor | -7.5% | 21.8% | 7.6% | 16.2% | 24.6% | 28.6%
EPAC1 ag | 0.8% | -4.1% | 3.3% | 7.2% | 8.2% | 8.3%
EPAC2 agonist | -5.1% | -10.3% | 13.0% | -2.1% | 10.1% | 13.0%
TDP-43 yeast inh | -5.8% | 8.0% | 15.0% | 14.4% | 19.0% | -12.2%[9.22 µM]
aSyn yeast inh | 1.7% | 4.6% | 16.7% | -6.5% | 7.6% | -11.9%
PTHR1 agonist | -5.3% | -3.8% | -49.9%[inhibitor] | -3.4% | -11.0% | -27.0%

#7 C=CCNC(=S)Nc1ccc(Cl)cc1F
#8 Cc1cnc(NC(=O)c2sc3ccccc3c2Cl)s1
#9 COc1ccccc1Nc1nccc(N(C)C)c1C#N
#10 CCc1nc2c(OCc3ccc(C#N)cc3)cccn2c1N(C)C(=O)c1ccco1
#11 COC(=O)c1ccc(Cn2c(C)c(C(=O)NCc3ccco3)sc2=O)o1
#12 COc1ccc(Nc2oc(-c3ccc(Cl)cc3)nc2C#N)cc1
assay / entry | 7 | 8 | 9 | 10 | 11 | 12
EPAC1 antag | 17.0% | -23.5% | -17.9% | -20.2% | -2.3% | -11.7%
EPAC2 antagonist | -3.8% | 11.8% | -1.1% | 12.3% | 8.6% | -4.6%
FUS suppressor | -44.3% | 21.8% | 5.7% | -0.5% | 6.9% | 8.8%
EPAC1 ag | 12.0% | 8.0% | -7.8% | -4.8% | 22.2% | 3.5%
EPAC2 agonist | 2.6% | 3.8% | 0.8% | 1.6% | 3.8% | 6.3%
TDP-43 yeast inh | 29.0% | -15.0% | -6.0% | 24.0% | 12.2% | -13.6%
aSyn yeast inh | -11.7% | 1.3% | -5.2% | 2.2% | 2.6% | 0.8%
PTHR1 agonist | -33.5%[inhibitor] | i | i | i | -4.5% | i

Full records, looked up by structure. Order of values: EPAC1 antag | EPAC2 antagonist | FUS suppressor | EPAC1 ag | EPAC2 agonist | TDP-43 yeast inh | aSyn yeast inh | PTHR1 agonist
COC(=O)c1ccc(Cn2c(C)c(C(=O)NCc3ccco3)sc2=O)o1 reads -2.3% | 8.6% | 6.9% | 22.2% | 3.8% | 12.2% | 2.6% | -4.5%
COc1ccccc1Nc1nccc(N(C)C)c1C#N reads -17.9% | -1.1% | 5.7% | -7.8% | 0.8% | -6.0% | -5.2% | i
Cc1cnc(NC(=O)c2sc3ccccc3c2Cl)s1 reads -23.5% | 11.8% | 21.8% | 8.0% | 3.8% | -15.0% | 1.3% | i
C=CCNC(=S)Nc1ccc(Cl)cc1F reads 17.0% | -3.8% | -44.3% | 12.0% | 2.6% | 29.0% | -11.7% | -33.5%[inhibitor]

Later entries:
#13 CC(OC(=O)c1cccnc1Cl)C(=O)Nc1ccc2c(c1)OCO2 (configuration not stated)
#14 CCC(=O)Nc1cccc(NC(=O)CSc2nnnn2Cc2ccccc2)c1
#15 CCc1ccc(NC(=O)CCS(=O)(=O)c2ccc(Cl)cc2)cc1
#16 CCc1nnc(NC(=O)CCN2C(=O)CCC2=O)s1
#17 C[C@H](CO)N1C[C@H](C)[C@@H](CN(C)C(=O)NC2CCCCC2)OCc2cnnn2CCCC1=O
#18 N=c1ccn(O)cc1CCc1ccccc1
assay / entry | 13 | 14 | 15 | 16 | 17 | 18
EPAC1 antag | -16.8% | -4.6% | -1.5% | 17.1% | 5.1% | 1.5%
EPAC2 antagonist | 12.0% | -7.8% | 3.3% | 3.2% | -5.7% | 11.2%
FUS suppressor | 19.6% | 12.3% | -24.4% | 35.8% | -20.5% | -24.9%
EPAC1 ag | -14.9% | 2.8% | -8.2% | -3.5% | -6.2% | -2.9%
EPAC2 agonist | 2.2% | 6.1% | -13.1% | 8.3% | -2.0% | -0.8%
TDP-43 yeast inh | 4.2% | -8.5% | 0.0% | -12.6% | -4.3% | -15.3%
aSyn yeast inh | -0.4% | -4.7% | 9.1% | -7.5% | -3.2% | 1.7%
PTHR1 agonist | -17.0% | -1.1%[57.5 µM] | -5.6% | i | -18.5% | i

#19 Cc1ccc(S(=O)(=O)NCC(c2cccnc2)N(C)C)cc1 (configuration not stated)
#20 NNC(=O)c1ccc(N2CCc3ccccc32)c([N+](=O)[O-])c1
#21 O=C(CSc1nnc(CNC(=O)c2c(F)cccc2F)o1)Nc1ccc2c(c1)OCCO2
#22 O=C1NC(=S)SC1=Cc1ccccc1Br
#23 COC(=O)C1(NC(=O)NC2CCCCC2)CCCCC1
#24 COc1ccccc1CNC(=O)C(NS(=O)(=O)c1ccc2c(c1)oc(=O)n2C)C(C)C (configuration not stated)
assay / entry | 19 | 20 | 21 | 22 | 23 | 24
EPAC1 antag | -16.2% | -5.7% | 2.5% | 31.6µM* | 12.4% | -20.3%
EPAC2 antagonist | -0.1% | -1.9% | -0.8% | 39.8µM* | 4.0% | -12.7%
FUS suppressor | 31.0% | ? | . | 9.5% | -1.0% | -19.3%
EPAC1 ag | 11.4% | 6.6% | 11.6% | 0.9% | 10.8% | -11.2%
EPAC2 agonist | 7.3% | 11.0% | -1.5% | 4.6% | 8.5% | 1.0%
TDP-43 yeast inh | -11.8% | 1.1% | 17.2% | -95.1%[inhibitor] | -19.7% | 11.3%
aSyn yeast inh | -3.1% | -5.6% | -0.3% | -55.4%[inhibitor] | -4.7% | -8.5%
PTHR1 agonist | i | -27.2% | -16.6% | -17.0% | i | i

#25 CCc1nc2sc(C)c(C)c2c(=O)n1CCO
#26 CCc1ccc2oc(-c3cc(N)ccc3O)nc2c1
#27 COc1cccc(NC(=S)N(CCN(C)C)Cc2cccs2)c1
#28 Cc1ccc(C)c(Sc2ccc(S(=O)(=O)Nc3ccc(C(=O)O)cc3)cc2)c1
#29 Cc1nonc1-c1ccc2c(c1)OCO2
#30 O=C1C(Cc2ccc(F)cc2)SC(=Nc2ccccc2)N1c1ccccc1 (configuration not stated)
assay / entry | 25 | 26 | 27 | 28 | 29 | 30
EPAC1 antag | -14.0% | -13.7% | 0.3% | -29.2% | 3.9% | -9.2%
EPAC2 antagonist | -4.0% | -3.4% | -1.8% | ? | -17.4% | 13.7%
FUS suppressor | -10.7% | 37.5% | 4.1% | 0.9% | -1.6% | .
EPAC1 ag | 6.7% | 1.6% | 8.9% | -12.3% | -18.5% | 1.6%
EPAC2 agonist | -1.0% | 8.5% | -1.5% | -9.0% | -7.9% | 2.5%
TDP-43 yeast inh | -1.9% | ? | 18.4% | 4.6% | 12.4% | -17.0%
aSyn yeast inh | 3.8% | -5.0% | -1.6% | 2.8% | 0.9% | -0.4%
PTHR1 agonist | i | -18.4%[57.5 µM] | i | -31.4%[inhibitor] | -11.2% | -9.8%

#31 CC(=O)N1N=C(c2cccs2)CC1c1cc2cc(C)ccc2nc1Cl (configuration not stated)
#32 COC(=O)[C@]1(Cc2ccccc2)N[C@H](CN(C)S(=O)(=O)c2ccc(OC(F)(F)F)cc2)[C@@H]2C(=O)N(Cc3ccccc3)C(=O)[C@@H]21
#33 FC(F)(F)C1CCCN(c2nsc3ccccc23)C1 (configuration not stated)
#34 CC(C)NC(=O)c1cc(-c2ccc(F)cc2OC(C)C)n[nH]1
#35 COc1ccc(N(CC(=O)N2CCOCC2)S(C)(=O)=O)c(OC)c1
#36 CC(C)(C)OC(=O)NCCCCCNC(=O)c1nc[nH]c1C(=O)N1CCN(C(=O)OC(C)(C)C)CC1
assay / entry | 31 | 32 | 33 | 34 | 35 | 36
EPAC1 antag | -14.9% | -10.0% | -8.9% | 0.5% | -10.3% | -13.4%
EPAC2 antagonist | -15.9% | -7.2% | 2.9% | -13.9% | -30.8% | -8.0%
FUS suppressor | -25.2% | ? | -7.8% | -17.4% | -13.3% | 22.2%
EPAC1 ag | 14.7% | -40.0%[inhibitor] | -0.8% | -5.3% | -2.5% | 1.6%
EPAC2 agonist | -9.3% | -12.0% | 5.4% | 12.4% | 5.5% | -1.1%
TDP-43 yeast inh | 10.7% | 10.8% | -93.5%[inhibitor] | 27.8% | -18.1% | -3.6%
aSyn yeast inh | 0.3% | 2.2% | -70.4%[inhibitor] | -11.8% | -1.1% | 1.4%
PTHR1 agonist | -22.0% | i | i | i | -21.4% | -14.1%

#37 O=S(=O)(c1ccc(NCc2ccc(F)cc2)nc1)N1CCCC1
#38 CS(=O)(=O)N(CC(=O)NCc1ccc2c(c1)OCO2)Cc1ccc(Cl)cc1
#39 COc1cc(OC)cc(-c2nnc(SCC(=O)N(Cc3ccccc3)C(C)(C)C)o2)c1
#40 CCOC(=O)C(=O)N1CCC(C(=O)OCC)CC1
#41 COC(=O)c1ccc(COC(=O)c2cnccn2)cc1
#42 Cc1c(NS(=O)(=O)c2cc(C(=O)OCC(=O)c3ccccc3F)ccc2Cl)c(=O)n(-c2ccccc2)n1C
#43 CC1CC(C)CN(C(=O)CCC(=O)Nc2nnc(C(C)C)s2)C1 (configuration not stated)
#44 Cc1ccc(S(=O)(=O)CCc2nc3ccccc3s2)cc1
assay / entry | 37 | 38 | 39 | 40 | 41 | 42 | 43 | 44
EPAC1 antag | 3.8% | -22.2% | 5.9% | 22.0% | 16.9% | -16.7% | -14.3% | -8.4%
EPAC2 antagonist | 16.2% | -4.5% | -1.1% | 2.1% | 1.6% | 2.1% | 0.8% | -0.3%
FUS suppressor | -4.3% | -10.7% | 34.3% | 0.2% | 10.5% | -29.4% | -13.0% | -16.3%
EPAC1 ag | -8.1% | -0.6% | 5.1% | -3.0% | 0.2% | 12.1% | 2.0% | 5.9%
EPAC2 agonist | 5.6% | 17.5% | 11.3% | 8.9% | 6.7% | -14.2% | -0.8% | -2.0%
TDP-43 yeast inh | 1.1% | 6.6% | -5.4% | -10.6% | -17.0% | 9.6% | -4.6% | 17.6%
aSyn yeast inh | -2.2% | ? | 29.3% | -5.7% | -7.5% | 0.5% | -1.4% | 2.9%
PTHR1 agonist | -3.7% | -7.2% | -5.2%[57.5 µM] | -12.4% | i | -29.9% | -10.1% | i

Screening data as filed in PubChem.
